Screens as filed in PubChem.
S1P4 antag: antagonists of human S1P4 receptor. O95977. S1P4-expressing cells, antagonist mode, reporter read-out. inhibition, % at 4.98 µM. hit rate 0.26% among 220,000; in the data active = inhibition above about 29%;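 note: 0% = wells stimulated with agonist and 100% = vehicle wells without agonist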
Target sequence (O95977 whole entry, looked up): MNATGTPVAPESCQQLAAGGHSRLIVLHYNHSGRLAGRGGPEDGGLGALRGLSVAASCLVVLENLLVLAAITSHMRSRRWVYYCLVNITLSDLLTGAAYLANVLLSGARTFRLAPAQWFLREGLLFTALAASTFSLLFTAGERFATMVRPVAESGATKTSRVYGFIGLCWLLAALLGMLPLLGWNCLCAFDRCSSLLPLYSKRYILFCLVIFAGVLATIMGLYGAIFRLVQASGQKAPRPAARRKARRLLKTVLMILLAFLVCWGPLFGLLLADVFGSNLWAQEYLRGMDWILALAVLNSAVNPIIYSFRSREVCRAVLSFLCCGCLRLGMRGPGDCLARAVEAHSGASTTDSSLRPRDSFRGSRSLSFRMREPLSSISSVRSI
EP2 mod: EP2 receptor (human) modulation; P43116; EP2-expressing cells, cAMP HTRF FRET, PGE2 co-stimulation; induction, % at 25 µM; hit rate 0.83% among 260,000;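 active = compounds whose cAMP rise, as percent of the full-agonist control response, exceeds 60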;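 note: rat C6 glioma line stably carrying human EP2 under a CMV promoter; the protocol text gives 20 µM as final concentration; 100% = response of wells given 1 µM PGE2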
NPY Y1 blocker: antagonists of human neuropeptide Y receptor Y1; AID 1040; hit rate 1% among 200,000; inhibition, % at 3.6 µM; HEK293-CNG Y1 cells, membrane potential fluorescence; NPY at EC95, then isoproterenol;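 active = inhibition above the campaign mean inhibition of all tested compounds plus 3 SD, cut at about 20% in these data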;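 note: 0% = DMSO wells given NPY plus isoproterenol and 100% = isoproterenol alone without NPY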
Target sequence (P25929 whole entry, looked up): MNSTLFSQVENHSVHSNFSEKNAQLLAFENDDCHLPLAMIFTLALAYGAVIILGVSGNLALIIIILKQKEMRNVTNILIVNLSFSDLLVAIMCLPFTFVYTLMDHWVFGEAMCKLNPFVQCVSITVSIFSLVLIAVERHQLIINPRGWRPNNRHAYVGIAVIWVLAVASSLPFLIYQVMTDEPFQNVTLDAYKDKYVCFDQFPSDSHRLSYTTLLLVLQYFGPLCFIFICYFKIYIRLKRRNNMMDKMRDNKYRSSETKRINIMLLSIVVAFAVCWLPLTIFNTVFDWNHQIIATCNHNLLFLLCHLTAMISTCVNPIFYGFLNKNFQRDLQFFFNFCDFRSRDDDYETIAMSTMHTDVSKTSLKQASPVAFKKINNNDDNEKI
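Material: Y1- and CNG-channel-expressing HEK293 cells / Probe or stimulus: NPY 25 nM then isoproterenol 1 µM plus Ro 20-1724 25 µM / Doses: 3.6 µM single dose, DMSO 0.4% / Schedule: compound incubation 1 h at room temperature, readout 45 min post-stimulation / Signal: membrane potential fluorescence / Benchmarks: isoproterenol-only wells as full block versus NPY-plus-isoproterenol wells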
CHOP inhibitor: CHOP inhibition in unfolded protein response; CHO-K1 CHOP-promoter luciferase, tunicamycin-induced, 15-18 h; inhibition, % at 10 µM; hit rate 3.8% among 220,000; AID 2732;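 active = compounds that reduced the stress-induced luciferase reporter signal by more than about 70% of percent inhibition, limit read from the data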;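 note: 0% = tunicamycin plus vehicle and 100% = wells without tunicamycin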
TRPML3 agonist: activates the human TRPML3 channel. Q8TDD5. HEK293 TRPML3-YFP, Fluo-8 calcium fluorescence; 100% = the carbachol control signal. activation, % at 3 µM. hit rate 0.29% among 220,000. AID 1448;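 active = activation above its plate's cutoff, the mean activation of the plate's test wells plus 3 SD, cut at about 12% in these data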;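 note: 0% = DMSO only wells and 100% = carbachol wells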
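Test system: TRPML3-YFP stable HEK293 cells. Doses: single point at 3 µM. Incubation: dye loading 1 h 37 °C then 30 min ambient, 125 s read. Signal: Fluo-8 calcium dye fluorescence, ex 470-495, em 515-575 nm. Measure: percent activation from peak-to-basal fluorescence ratio, scaled between DMSO and carbachol.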
NPY-Y2 PAM-ag: human NPY-Y2 potentiation or agonism, primary screen. P49146. cells expressing NPY-Y2, potentiator/agonist read-out. activation, % at 3.6 µM. hit rate 0.45% among 220,000; in the data active = activation above about 27%;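 note: cells stimulated with NPY near EC25 plus isoproterenol at EC100; 0% = vehicle plus submaximal agonist and 100% = vehicle plus saturating agonist; some results beyond the cut were filed as inactive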
NPY-Y1 PAM-ag: human NPY-Y1 potentiation or agonism, primary screen | P25929 | NPY-Y1 expressing cells, potentiator/agonist activation | activation, % at 3.6 µM | hit rate 0.37% among 220,000 | AID 1304; in the data active = activation above about 33%, passing the limit was not always enough;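 note: cells stimulated with NPY at EC10 then isoproterenol at EC100; 0% = low agonist plus stimulus and 100% = saturating agonist plus stimulus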
zfTRPN1 agonist: zebrafish TRPN1 (NompC) channel agonism; activation, % at 3 µM; hit rate 0.18% among 220,000; HEK293 zebrafish TRPN1-YFP, Fluo-8 calcium fluorescence; 100% = response to 87 µM carbachol;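 active = activation above its plate's cutoff, the mean activation of test wells on that plate plus 3 SD, cut at about 19% in these data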;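 note: 0% = DMSO alone and 100% = 87 µM carbachol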
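Material: zebrafish TRPN1-YFP in HEK293 cells; Doses: single test compound dose, 3 µM nominal, 0.3% DMSO; Timing: dye loading 1 h at 37 °C, then 30 min room temperature; Technique: intracellular calcium fluorescence with Fluo-8; Benchmarks: high carbachol 87 µM, low DMSO alone.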
S1P4 ag: agonists of human S1P4 receptor; O95977; S1P4-expressing cell line, agonist reporter assay; activation, % at 4.98 µM; hit rate 0.35% among 220,000; AID 1509; in the data active = activation above about 11%;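 note: 0% = DMSO vehicle and 100% = reference agonist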
An asterisk follows results filed as active; nt = no result given; & = joins results of further samples.

SMILES	S1P4 antag	EP2 mod	NPY Y1 blocker	CHOP inhibitor	TRPML3 agonist	NPY-Y2 PAM-ag	NPY-Y1 PAM-ag	zfTRPN1 agonist	S1P4 ag
O=C(NCc1ccccc1)C1=C[C@H](c2ccc3c(c2)OCO3)C[C@H](OCCCCO)O1	9	0	1	32	0.0	1	3	-0.2	-3.1
COc1cccc(CNC(=O)C2CCN(c3cnccn3)CC2)c1	-3	19	3	-23	0.1	-10	2	0.8	0.0
COC(=O)c1sc(C(=O)OC)c(C(=O)OC)c1C(=O)OC	-4	29	6	-6	-0.4	1	-14	1.4	1.3
CC1CCCC(C)N1C(=O)COc1ccc(C(=O)N/N=C/c2ccc(C(=O)O)cc2)cc1 (stereo not drawn)	-8	20	1	14	0.9	-8	-2	1.4	1.0
CCOC(=O)c1c(C)nc2sc(C(N)=O)c(N)c2c1-c1ccc(OC)cc1	-24	7	3	14	-1.1	1	-20	-1.6	-3.3
O=C(NCc1ccccc1)C1=C[C@H](c2csc3ccccc23)C[C@H](OCCCCO)O1	14	-7	-1	22	0.5	3	6	1.2	-0.6
CC(C(=O)NCCCN1CCOCC1)n1cccc1C(=O)c1ccccc1 (stereo not drawn)	-5	15	2	6	0.6	8	-15	1.1	-0.3
COc1cc(NC(=O)c2ccc3c(c2)OCCO3)ccc1NC(=O)c1cccs1	-15	-22	-1	11	0.0	-14	13	0.9	1.1
NS(=O)(=O)c1ccc(CCNC(=O)CSc2cccs2)cc1	9	-12	9	-5	1.4	1	14	0.7	-1.2
O=C(COc1ccccc1C(=O)Nc1ccccc1)c1ccc(F)cc1	11	2	1	0	0.3	1	5	0.5	4.8
OC(COc1ccccc1)CN1C2=NCCCN2c2ccccc21 (stereo not drawn)	0	27&5	9	22	0.1	-18	-8	0.7	-0.4
CNC(=S)N1CCC(NC(=O)C23CC4CC(CC(C4)C2)C3)CC1	-15	3	4	-15	0.6	5	-2	2.8	2.1
CN(C)CCNc1ncnc2ccccc12	-14	-2	2	6	0.3	5	-10	-0.5	-1.6
O=C(Cn1cnc2ccccc2c1=O)c1c[nH]c2ccccc12	0	-6	-3	6	0.0	-4	3	0.6	0.6
COc1ccc2c(c1)[nH]c(=O)c1sc3ccccc3c12	-9	-10	-1	108*	-0.8	2	-7	-1.6	1.9
CC(C)(C)NC(=O)CSc1nc2ccc(NC(=O)CSc3nnc(N)s3)cc2s1	-7	-60	-10	70*	0.8	13	-6	1.5	0.5
Cc1ccc(C)c(NC(=O)CN(C)C(=O)c2cc3ccccc3o2)c1	13	0	0	14	-0.5	-15	3	-0.6	0.2
O=[N+]([O-])c1ccc2ccn(C3OCC(O)C(O)C3O)c2c1 (stereo not drawn)	-5	-2	-3	8	0.6	4	13	0.4	0.8
Cc1ccc(C)c(S(=O)(=O)NC(Cc2c[nH]c3ccccc23)C(=O)O)c1 (stereo not drawn)	3	14	2	-4	0.8	-11	-21	0.9	-0.2
O=c1cc(CS(=O)(=O)c2ccccc2)nc(-c2ccncc2)[nH]1	17	17	1	17	1.1	-4	-20	-0.1	0.1
CNC(=O)COc1cccc(C(=O)NCc2ccccc2)c1	-14	19	-3	13	1.0	3	-3	0.6	2.3
O=C(/C=C/c1cccc(Cl)c1)Nc1ncccn1	0	3	0	17	0.3	6	6	-0.9	-0.3
NC(=O)c1c(-c2ccccc2)oc2ccc(O)cc12	-12	-63	-2	15	-0.3	-1	14	2.8	-0.6
COc1ccccc1[C@@H]1C(c2cccc(Cl)c2)=NN(c2ccccc2)[C@H]1C(=O)N1CCOC1=O	9	32	4	9	0.5	8	4	1.9	3.3
Cc1cc(C)nc(NS(=O)(=O)c2ccc(-n3cccc3)cc2)n1	-9	24	-3	10	0.1	11	-5	-0.5	0.2

Reprinted at random: 2 records from the list.
SMILES	S1P4 antag	EP2 mod	NPY Y1 blocker	CHOP inhibitor	TRPML3 agonist	NPY-Y2 PAM-ag	NPY-Y1 PAM-ag	zfTRPN1 agonist	S1P4 ag
Cc1ccc(C)c(S(=O)(=O)NC(Cc2c[nH]c3ccccc23)C(=O)O)c1 (stereo not drawn)	3	14	2	-4	0.8	-11	-21	0.9	-0.2
CC1CCCC(C)N1C(=O)COc1ccc(C(=O)N/N=C/c2ccc(C(=O)O)cc2)cc1 (stereo not drawn)	-8	20	1	14	0.9	-8	-2	1.4	1.0

Arranged by the number under S1P4 antag (low to high): some entries from above
canonical_smiles,S1P4 antag,EP2 mod,NPY Y1 blocker,CHOP inhibitor,TRPML3 agonist,NPY-Y2 PAM-ag,NPY-Y1 PAM-ag,S1P4 ag
NC(=O)c1c(-c2ccccc2)oc2ccc(O)cc12,-12,-63,-2,15,-0.3,-1,14,-0.6
CC(C(=O)NCCCN1CCOCC1)n1cccc1C(=O)c1ccccc1 (stereo not drawn),-5,15,2,6,0.6,8,-15,-0.3
O=c1cc(CS(=O)(=O)c2ccccc2)nc(-c2ccncc2)[nH]1,17,17,1,17,1.1,-4,-20,0.1

(list continues)
SMILES	S1P4 antag	EP2 mod	NPY Y1 blocker	CHOP inhibitor	TRPML3 agonist	NPY-Y2 PAM-ag	NPY-Y1 PAM-ag	zfTRPN1 agonist	S1P4 ag
COc1ccc(N(CC(=O)O)S(=O)(=O)c2ccc(OC)c(OC)c2)cc1	-10	2	0	-3	0.7	-6	-9	0.6	-0.4
O=C(NCc1ccc(F)cc1)C1Cc2ccccc2CN1C(=O)c1ccco1 (stereo not drawn)	-9	-12	8	23	0.8	2	6	-0.3	0.8
CSCC[C@@H](C(=O)NCc1cccs1)N1Cc2ccccc2C1=O	-16	-1	5	11	0.1	0	11	-0.2	-2.4
O=C(Nc1cc(Cl)ccc1N1CCOCC1)c1cnccn1	8	36	6	14	1.3	3	-13	0.0	-1.7
COc1cccc(C(=O)NCCSc2ccc(Br)cc2)c1	0	-70	9	60	-2.0	-13	-13	-3.1	-2.3
N#CCc1c(C#N)c(N)nc(N2CCCC(O)C2)c1C#N (stereo not drawn)	-19	-19	4	14	0.6	1	2	2.4	3.8
CCOC(=O)N1CCN(c2ccc(S(=O)(=O)N(Cc3ccccc3)Cc3ccccc3)cn2)CC1	-15	-13	0	39	0.1	-22	-11	0.2	-0.5
O=C(CSc1nnc(-c2ccncc2)n1Cc1ccco1)Nc1ccccc1F	-11	-14	nt	1	-0.6	-5	13	-0.3	1.7
Cc1c(NC(=S)NC(C)(C)C)c(=O)n(-c2ccccc2)n1C	-14	18	5	17	1.0	0	5	1.4	0.3
Cc1cc(C)cc(OCC(=O)Nc2ccccc2N2CCCCC2)c1	7	44	-1	86*	0.6	4	7	0.2	-3.5
O=C1CC(=O)N2N=C(c3ccc([N+](=O)[O-])cc3)SC2=N1	-8	8	-4	-27	0.5	6	9	-0.3	1.5
CC(=O)C1=C(Nc2ccc(C)cc2)CC(C)(O)C(C(C)=O)C1c1ccco1 (stereo not drawn)	-5	-8	-1	8	-0.2	4	-1	-0.2	2.5
Cc1ccc2c(c1)C(c1ccc(F)cc1)N(C(=O)c1cc3ccccc3oc1=O)CC(=O)N2 (stereo not drawn)	5	2	5	-11	0.3	6	-8	3.7	-0.4
Cc1cccc(C(=O)NC2CCN(S(=O)(=O)c3ccccc3)CC2)c1	13	-10	7	-9	-0.5	-6	8	-0.2	0.6
Cc1nc([N+](=O)[O-])cn1C(C)C	6	20	nt	3	1.0	-5	-6	1.1	-0.2
C(=C\c1nccc2c1[nH]c1ccccc12)/c1ccccc1	1	-57	nt	4	0.4	7	14	-1.5	11*
O=c1oc2ccccc2cc1-c1csc(Nc2nc3ccc(F)cc3s2)n1	-21	-7	4	-63	0.9	8	8	-2.1	3.0
COc1ccc2sc(C)nc2c1NC(C)=O	2	16	-1	11	0.6	13	4	-0.1	0.7
O=C(c1ccccc1)C1CCN(C(=O)Nc2ccccc2)CC1	-2	-18	nt	9	0.6	-24	11	1.7	-0.2
O=c1c(=Nc2ccccc2O)c(=O)c2ccccc12	-9	6	3	-3	0.9	2	9	-0.3	3.1
CC(NC(=O)CC(c1ccccc1)c1cc(Cl)ccc1O)c1ccccc1 (stereo not drawn)	6	-44	1	31	-1.4	25	19	-2.5	2.2
CCCCN(CC)CCCNC(=O)c1ccc(CSc2nc3ccncc3[nH]2)cc1	-3	20	0	-3	0.6	4	-9	-0.5	2.5
O=C(NCCN1CCN(C(=O)Nc2ccccc2)CC1)Nc1ccccc1	-19	-2	0	12	-0.1	-21	5	0.9	0.2
COC(=O)Cc1ccc(NC(=O)c2ccccc2Cl)cc1	-20	-7	2	23	0.3	5	12	0.7	2.0
CCCC12CN3CC(C)(CN(C1)C3c1ccco1)C2=O (stereo not drawn)	-10	13	1	16	1.1	1	-8	0.5	1.1

Some of the entries so far, comma-delimited:
SMILES,S1P4 antag,EP2 mod,NPY Y1 blocker,CHOP inhibitor,TRPML3 agonist,NPY-Y2 PAM-ag,NPY-Y1 PAM-ag,zfTRPN1 agonist,S1P4 ag
O=C(NCc1ccccc1)C1=C[C@H](c2ccc3c(c2)OCO3)C[C@H](OCCCCO)O1,9,0,1,32,0.0,1,3,-0.2,-3.1
CNC(=S)N1CCC(NC(=O)C23CC4CC(CC(C4)C2)C3)CC1,-15,3,4,-15,0.6,5,-2,2.8,2.1
CSCC[C@@H](C(=O)NCc1cccs1)N1Cc2ccccc2C1=O,-16,-1,5,11,0.1,0,11,-0.2,-2.4

Continuation:
SMILES	S1P4 antag	EP2 mod	NPY Y1 blocker	CHOP inhibitor	TRPML3 agonist	NPY-Y2 PAM-ag	NPY-Y1 PAM-ag	zfTRPN1 agonist	S1P4 ag
CCOC(=O)c1c[nH]c(=O)c(Br)c1O	-14	42	-4	6	0.7	8	9	0.7	0.5
CC1CC(C)CN(c2oc(-c3ccccc3Cl)nc2C#N)C1 (stereo not drawn)	-5	39	2	23	-0.7	-6	-16	-0.1	-3.4
Cc1ccc(N(C(=O)Cn2nnc(-c3cccs3)n2)C(C(=O)NC2CCCC2)c2ccncc2)cc1 (stereo not drawn)	-8	-2	0	7	-0.3	8	-5	1.3	-0.2
CCOc1nc(CC(C)C)c2c(c1C#N)CC(C)(C)OC2	0	62*	nt	74*	0.1	-13	-7	-1.5	-1.3
COc1cc2c(cc1OC)C1C(C(=O)Nc3ccccc3N3CCN(C)CC3)c3ccccc3C(=O)N1CC2 (stereo not drawn)	-15	-16	1	13	0.9	-17	1	0.5	1.2
Cc1ccc2[nH]c3c(c2c1)CN(C(=O)CN1CCN(c2cccc(C)c2C)CC1)CC3	4	-48	-1	102*	-0.7	9	-3	-1.1	-0.2
CN(C)c1nc2c(c(=O)[nH]c(=O)n2C)n1Cc1ccc(F)cc1	-11	13	5	-10	0.6	-10	5	0.8	-0.5
CCCC(=O)NC(=S)Nc1ccc(NC(=O)c2cccs2)cc1	12	-9	-2	35	1.0	-24	-12	0.7	2.4
C/C=N/NC(=O)CCNC(=O)c1ccccc1	-9	21	1	-22	0.2	-6	-17	-0.1	0.2
